Bioassay records (PubChem BioAssay)
D2 agonist = D2 dopamine receptor (human) agonism. P14416. HEK293 T-REx D2 cells, calcium flux agonist mode. activation, % at 2 µM. 340,000 tested, 0.53% active. AID 485358;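 active = activation over 3 SD above normal in the single-dose calcium agonist read, cut at about 30% in these data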; note: 0% is about no effect
Target sequence (P14416 whole entry, looked up): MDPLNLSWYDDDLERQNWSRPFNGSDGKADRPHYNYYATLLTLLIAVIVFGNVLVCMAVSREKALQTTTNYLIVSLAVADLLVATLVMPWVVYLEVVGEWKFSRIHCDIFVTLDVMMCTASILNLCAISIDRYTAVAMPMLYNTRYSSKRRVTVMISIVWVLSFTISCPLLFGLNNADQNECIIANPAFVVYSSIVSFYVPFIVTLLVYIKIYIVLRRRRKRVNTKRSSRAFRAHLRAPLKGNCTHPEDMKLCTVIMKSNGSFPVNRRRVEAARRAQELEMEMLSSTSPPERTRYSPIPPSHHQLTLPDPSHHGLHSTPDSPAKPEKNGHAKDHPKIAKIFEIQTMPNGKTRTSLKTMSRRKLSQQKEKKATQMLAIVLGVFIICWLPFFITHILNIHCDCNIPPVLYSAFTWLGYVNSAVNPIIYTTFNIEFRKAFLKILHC
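Agonism is scored from calcium flux in a force-coupled, inducible HEK293 cell line expressing D2, read kinetically for 180 s after compound addition against dopamine controls.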
TRHR enhancer = allosteric enhancers of human TRH receptor; TRHR cells, fluo-8 calcium fluorescence, EC20 TRH enhancement; 360,000 tested, 0.66% active; AID 493056; enhancement, % at 2 µM; P34981; in the data active = enhancement above about 30%; note: 0% is about no effect
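TRHR-expressing cells loaded with fluo-8 calcium dye were read kinetically (ex 480/em 530) during compound addition, then stimulated with an EC20 of TRH (10 nM final). Enhancement of the Gq-mediated intracellular calcium response was scored.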
Pin1 inh = blocks the human prolyl isomerase Pin1 | 390,000 tested, 0.009% active | Potency, µM (highest dose often 115 µM), inactives show top-dose activity, negative = inhibition, most hits filed as inhibitors | Pin1 FP peptide displacement, HiFluor488, 10 min | AID 504891 | Q13526; active = well fitted inhibition curve with a large enough effect in the polarisation, with a control signal flat, not every such curve was filed as active; inconclusive = small, poorly fitted or top-dose-only effect, or effect the other way, or a change in a side signal; inactive = no such curve, though single readings can be large or run the other way; the % refers to the polarisation; note: potency is the fitted concentration of half-maximal effect; % is set by controls: 0 for no effect and ±100 for the full control effect
Target sequence (Q13526 whole entry, looked up): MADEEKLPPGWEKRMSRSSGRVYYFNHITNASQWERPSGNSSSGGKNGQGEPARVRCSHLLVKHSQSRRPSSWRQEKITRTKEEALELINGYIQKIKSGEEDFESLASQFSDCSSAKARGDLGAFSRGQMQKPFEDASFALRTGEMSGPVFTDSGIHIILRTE
D2 antagonist = antagonizes the human D2 dopamine receptor | 340,000 tested, 2% active | HEK293 TREx D2 cells, calcium flux, dopamine EC80 | P14416 | inhibition, % at 10 µM; in the data active = inhibition above about 30%; note: 0% is about no effect
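HEK293 T-REx D2 cells, tet-induced, calcium dye no-wash. Cpd pintool add, 180 s kinetic, then EC80 DA, 180 s kinetic. Ca flux read.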
USP1-UAF1 inh = inhibitors of human USP1/UAF1 deubiquitinase | 390,000 tested, 0.23% active | O94782 | recombinant USP1/UAF1, Ub-Rhodamine cleavage fluorescence | Potency, µM (highest dose often 57.1 µM), inactives show at the top dose activity change, negative = inhibition, hits mostly inhibitors; note: potency is the fitted concentration of half-maximal effect; % is set by controls: 0 for no effect and ±100 for the full control effect; nearly all actives have a fitted effect of over 60% in size; inactives centre near -12
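Step one: compound is pinned into 1nM USP1/UAF1 in HEPES pH 7.8 buffer with TCEP. Step two: 15 min room-temperature incubation. Step three: Ub-Rho (150nM final) starts cleavage, tracked by fluorescence over six one-minute reads.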
TrxR1 substrate = rat thioredoxin reductase 1 substrate activity; O89049; Potency, µM (titrated, usually from 114 µM), for inactives: at the top dose activity change, negative = substrate turnover; purified TrxR1 substrate turnover, NADPH consumption readout; 390,000 tested, 0.01% active; note: potency is the fitted concentration of half-maximal effect; % is set by controls: 0 for no effect and ±100 for the full control effect; nearly all actives have a fitted effect of over 50% in size
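Rat TrxR1, dispensed at 90 nM, was prereduced with 400 uM NADPH (final) for 5 min at ~22 deg C, then incubated with compound 15 min before 400 uM selenite. A first-read NADPH fluorescence drop versus no-compound background flagged substrates.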
rTrxR1 inhibitor = blocks rat thioredoxin reductase 1; recombinant rTrxR1, NADPH fluorescence consumption, selenite substrate; O89049; 390,000 tested, 1% active; Potency, µM (series often up to 114 µM), for the others: at the highest dose activity change, negative = inhibition, actives largely listed as inhibitors; AID 588453; note: potency is the fitted concentration of half-maximal effect; % is set by controls: 0 for no effect and ±100 for the full control effect; nearly all actives have a fitted effect of over 65% in size
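Rat TrxR1 (90 nM in the dispensed reagent) was pre-reduced with 400 uM NADPH for 5 min at room temperature, then incubated with compound for 15 min. After 400 uM selenite was added, NADPH fluorescence (Ex 340/Em 450 nm) was followed for 8 min.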
TRHR agonist = agonists of human TRH receptor; 360,000 tested, 0.18% active; TRHR cells, calcium flux fluo-8, FDSS agonist mode; activation, % at 2 µM; AID 493084; P34981; in the data active = activation above about 30%; note: 0% is about no effect
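Fluo-8-loaded TRHR cells; 10 s baseline, compound added, kinetic Ca2+ fluorescence read 1/s, agonist mode.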
mIDH1 inhibitor = blocks human mutant IDH1 R132H enzyme; IDH1-R132H enzyme, NADPH consumption, diaphorase/resazurin fluorescence; Potency, µM (top dose mostly 76.6 µM), for the others: at the top dose activity change, negative = inhibition, actives largely listed as inhibitors; 390,000 tested, 0.093% active; note: potency is the fitted concentration of half-maximal effect; % is set by controls: 0 for no effect and ±100 for the full control effect; nearly all actives have a fitted effect of over 65% in size
Target sequence (O75874 whole entry R132H, stated change not applied): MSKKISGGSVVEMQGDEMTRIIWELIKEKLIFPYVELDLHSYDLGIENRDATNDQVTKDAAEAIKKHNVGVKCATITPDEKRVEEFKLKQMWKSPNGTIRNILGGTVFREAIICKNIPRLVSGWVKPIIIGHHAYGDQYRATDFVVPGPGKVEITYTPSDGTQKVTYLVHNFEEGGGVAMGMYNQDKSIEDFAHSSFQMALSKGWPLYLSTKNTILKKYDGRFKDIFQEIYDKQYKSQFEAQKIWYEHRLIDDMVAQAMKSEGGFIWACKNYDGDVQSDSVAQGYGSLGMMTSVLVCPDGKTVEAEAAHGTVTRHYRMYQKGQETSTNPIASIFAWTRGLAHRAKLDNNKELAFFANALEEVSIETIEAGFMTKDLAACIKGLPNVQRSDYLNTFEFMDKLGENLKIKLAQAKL
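IDH1-R132H (0.5 ug/mL dispensed) in pH 7.5 Tris buffer was preincubated 30 min with compound, then given a substrate mix of 0.016 mM NADPH and 2 mM alpha-KG for 80 min at room temperature; remaining NADPH was read by diaphorase/resazurin fluorescence.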
The depositor's hits bear a star; u = inconclusive; x = not tested or not shown; & = joins results of further samples; ! = not active in a repeat; [ ] = dose if it differs, or a comment. Unless noted, calls come from the whole dose curve; as a rule, active = well fitted inhibition curve with a large enough effect; inconclusive = small, poorly fitted or top-dose-only effect; inactive = no such curve, though single readings can be large or run the other way. Not all compounds are listed. The share of hits here may be higher or lower than overall.

Values in the order: D2 agonist	TRHR enhancer	Pin1 inh	D2 antagonist	USP1-UAF1 inh	TrxR1 substrate	rTrxR1 inhibitor	TRHR agonist	mIDH1 inhibitor
O=C(Oc1ccccc1)c1cc2ccccc2oc1=O
  -0.5	1	6%	-7	0%	8%[57.1 µM]	-3%[57.1 µM]	-0.6	16%
COc1cc(SC)ccc1C(=O)N1CCc2ccccc21
  -3.6	-2	3%	-2	-23%	4%[57.1 µM]	16%[57.1 µM]	-0.5	0%
COc1ccc(N2CCN(C(C)C(=O)N3CCCC3)CC2)cc1 (stereo not drawn)
  x	-11	-16%	x	-13%	10%	28%[57.1 µM]	0.3	7%
Cc1nonc1OCCn1c([N+](=O)[O-])cnc1C
  0.4	5	1%	15	-1%	-5%	-4%	0.9	-5%
O=C(OCc1cc(=O)n2nc(-c3cccs3)sc2n1)c1ccc(Cl)cc1
  -0.7	-3	u	x	-26%	-1%[57.1 µM]	4%[57.1 µM]	0.1	-10%
Cc1cc(C)nc(SCCCNCc2c(F)cccc2Cl)n1
  x	2	-6%	x	-7%	3%	13%	-0.3	2%
CCN1/C(=C2/SC(=S)N(NC(C)=O)C2=O)Sc2ccc(OC)cc21
  0.5	-5	u	7	-12%	-18%	-2%	2.2	0%
Cc1c(NC(=O)COC(=O)C(c2ccc(Cl)cc2)C(C)C)c(=O)n(-c2ccccc2)n1C (stereo not drawn)
  1.1	2	3%	8	-5%	10%	14%	-0.4	4%
CCC1=NN(S(=O)(=O)c2ccc(C)cc2)C(O)(C(F)(F)F)C1 (stereo not drawn)
  0.8	-1	-1%	-5	u	-14%[57.1 µM]	13%[57.1 µM]	-0.1	10%
COc1ccc(CCNC(=O)COC(=O)C23CC4CC(CC(C4)C2)C3)cc1
  -1.2	20	3%	-1	-8%	-8%	2%	-0.2	1%
CN(c1ccccc1)S(=O)(=O)c1cccc(NC(=O)c2cncc(Br)c2)c1
  -1.1	-6	2%	-1	-14%	-5%	16%	-0.1	-7%
CC1CC(C)CN(CCCNS(=O)(=O)c2ccc3c(c2)oc(=O)n3C)C1 (stereo not drawn)
  2.8	6	u	-21	u	-3%	-4%	5.6	3%
NC(=O)[C@@H]1CCCNc2c(I)cc([N+](=O)[O-])cc2C(=O)N[C@@H](CCC(=O)O)C(=O)N[C@@H](CO)C(=O)N1
  0.1	-1	-9%	15	-25%	-7%	u	-0.1	14%
COC(=O)c1ccc(COc2ccc(C)cc2[N+](=O)[O-])o1
  -2.0	-3	-7%	8	-2%	4%[57.1 µM]	8%	-1.4	0%
C=CCn1c(SCCCC)nc(O)cc1=O
  15&15	-1&0	-1%&-1%	31*!	-17%&1%	-1%	13%	9.1&2.9	4%&4%
Cc1cc([N+](=O)[O-])ccc1-c1ccc(/C=N/NC(=O)Cc2ccccc2)o1
  1.5	6	u	1	-25%	-1%	13%	1.3	-12%
COC(=O)c1sccc1S(=O)(=O)N(CC(=O)Nc1cccc(C)c1C)c1ccc(C)c(C)c1
  1.2	-10	14%	x	-3%	0%[57.1 µM]	0%[57.1 µM]	-0.2	-8%
CNC(=O)c1cc(C(=O)c2ccc(Cl)cc2)c[nH]1
  -1.2	2	-1%	-2	-22%	0%	13%	0.3	-3%
COc1cccc(N2CCN(CC(=O)NCc3cccs3)CC2)c1
  -0.9	6	-6%	-19	6%	-2%	4%	-0.3	0%
CCCCC(=O)Nc1ccc2nc(SCC(=O)N3CCOCC3)sc2c1
  -0.8	-6	1%	x	-3%	-3%	1%	0.4	1%
Cc1cc(C(=O)Nc2ccon2)c(C)o1
  0.2	1	5%	-2	-5%	0%	-2%	1.5	-4%
COc1ccc(C2=NS(=O)(=O)N(C)C(C(=O)Nc3ccc4c(c3)OCO4)=C2)cc1
  0.5	-7	u	64*	-14%	-2%	7%	0.5	5%
O=C(Nc1ccc2c(c1)N(C1CCCC1)C(=O)c1ccccc1S2)c1ccc(F)cc1
  0.6	5	13%	x	-12%	-14%[57.1 µM]	0%[57.1 µM]	1.0	-15%
Cc1ccc(NC(=O)CCN2C(=O)c3ccncc3C2=O)cc1
  0.2	13	3%	-10	-8%	-2%	-5%	0.4	10%
Cc1ccc(S(=O)(=O)NNC(=O)CCC(=O)Nc2ccccc2)cc1
  -0.3	1	0%	-14	-3%	-7%	12%[57.1 µM]	0.6	2%
CC[C@]12c3[nH]c4ccc(Cl)cc4c3CCN1C(=O)[C@@H](CC(=O)NCCN1CCOCC1)C[C@@H]2C(=O)N1CCN(C(=O)c2ccco2)CC1
  x	x	-5%	x	-27%	3%	19%	x	-8%
COc1ccc(NC(=O)c2ccc(S(=O)(=O)N(C)c3ccccc3)cc2)cn1
  -2.2	-10	0%	-3	-23%	-4%	14%	0.8	-7%
CN1CCC2(CC1)NC(=O)NC2=O
  0.6	8	-3%	-16	8%	2%	2%	0.0	4%
O=C(N/N=C/c1coc2ccccc2c1=O)c1cn(-c2ccccc2)nc1-c1ccc(F)cc1
  0.1	1	4%	-5	-3%	1%	8%	-0.5	0%
COc1ccc(C(c2nnnn2Cc2cccs2)N2CCN(c3ccccc3)CC2)cc1OC (stereo not drawn)
  -0.2	4	-6%	11	-19%	0%	-9%	-0.6	1%
CC(C)(C)NCCOCCOc1ccc(Cl)cc1C(C)(C)C
  x	0	-8%	x	-4%	0%	20%	-0.8	8%
CC(=NNC(=S)N(Cc1ccccn1)Cc1ccccn1)c1cnccn1
  x	x	9%	x	-16%	-13%	u	x	2%
CCCOc1cccc(C(=O)NC(=S)Nc2cccc(NC(=O)c3ccccc3Cl)c2)c1
  1.4	-3	24%	3	1%	-13%	-22%	0.4	1%
C/C(=N/NC(=O)C1CCN(S(=O)(=O)c2ccc(C)cc2)CC1)c1cccc([N+](=O)[O-])c1
  -0.7	2	-5%	-3	-17%	-7%	0%	0.1	0%
O=c1cc(O)c(-c2ccc(Cl)cc2)c(Cl)[nH]1
  -1.2	0	-3%	6	-1%	-1%	1%	-0.6	-7%
COc1cc(/C=c2/sc3nc(-c4ccccc4)c(-c4ccccc4)n3c2=O)cc(OC)c1OC
  1.1	-1	5%	-1	-13%	-2%	-11%	-0.4	4%
CCOC(=O)N1CCc2c(sc3c2c(=O)n(-c2ccc(Cl)cc2)c(=O)n3Cc2cccc(OC)c2)C1
  -1.1	24	3%	x	6%	-4%	0%	-1.8	10%
CC(Oc1ccccc1F)C(=O)NNC(=O)c1ccc(F)c(S(=O)(=O)N2CCOCC2)c1 (stereo not drawn)
  -0.6	0	-6%	-4	-18%	-5%	-1%	-0.1	4%
CCN(CC(=O)NCc1ccc(Cl)cc1)C(=O)CN1C(=O)NC(C)(c2ccccc2)C1=O (stereo not drawn)
  0.6	-1	-2%	7	-24%	-2%	-3%	-0.5	13%
Cc1ccc(S(=O)(=O)N2CCN(C(=O)c3cc4c(s3)CCCC4)CC2)cc1
  0.0	-4	-3%	9	-22%	1%	8%	3.6	-11%
CSCCC(Nc1ccc(S(=O)(=O)N2CCOCC2)cc1[N+](=O)[O-])C(=O)OCC(=O)N(C(C)C)C(C)C (stereo not drawn)
  1.5	-6	3%	0	-17%	-3%	-1%	-1.2	-2%
O=c1cc(CN2CCN(c3ccccc3F)CC2)c2cc(O)c(-c3ccccc3)cc2o1
  0.3	2	3%	2	0%	-2%[57.1 µM]	-4%[57.1 µM]	0.2	-5%
CCN(CCNC(=O)Cn1c(=O)sc2ccccc21)c1ccccc1
  0.0	-2	u	-7	-25%	4%	23%	-0.8	0%
Fc1ccc(-c2noc3ncnc(N4CCN(c5ccccc5)CC4)c23)cc1
  -0.2	23	4%	x	-20%	-3%	3%	-0.7	-6%
O=C1NC(CCc2ccccc2)C(=O)N1Cc1ccc(Br)cc1 (stereo not drawn)
  0.1	-1	2%	9	-8%	4%	13%[57.1 µM]	0.2	4%
COC(CNC(=O)C1CCCCC1C(=O)O)OC (stereo not drawn)
  1.0	-1	0%	25	-21%	11%	20%	0.1	1%
COC(=O)c1ccc(C(=O)OC)c(NC(=O)CN2CCN(c3ccc(OC)cc3)CC2)c1
  0.1	2	-1%	-3	-17%	-7%	-6%	-0.3	4%
O=C(NCCc1ccc(Cl)cc1)C(=O)NCC(c1cccs1)S(=O)(=O)c1cccs1 (stereo not drawn)
  0.5	-6	9%	x	4%	1%[57.1 µM]	-1%[57.1 µM]	0.1	-15%
CCN(CC)CCNC(=O)C(=O)NCC1OCCN1S(=O)(=O)c1cccs1 (stereo not drawn)
  x	x	-1%	x	-12%	-7%	-20%	x	-12%
O=C(c1ccc(CNc2c(NC3CCCCC3)c(=O)c2=O)cc1)N1CCc2ccccc21
  -1.9	0	0%	-6	-7%	5%	23%	-0.2	15%
COc1ccccc1-c1nnc(C2CCN(C(=O)c3ccccc3C)CC2)o1
  x	4	0%	x	-24%	-3%	7%	-0.6	-3%
Brc1ccccc1/C=N/Nc1nc2ccccc2o1
  1.0	-2	u	27	-13%	6%	23%	-1.7	12%
CC(C)c1ccc(CN(C)C(=O)c2ccc(S(=O)(=O)NCc3ccco3)cc2)cc1
  0.7	-1	0%	-7	-13%	-10%	10%	0.5	-14%

Grouped by structure, those above with a COOH group
Values in the order: D2 agonist	TRHR enhancer	Pin1 inh	D2 antagonist	USP1-UAF1 inh	TrxR1 substrate	rTrxR1 inhibitor	TRHR agonist	mIDH1 inhibitor
NC(=O)[C@@H]1CCCNc2c(I)cc([N+](=O)[O-])cc2C(=O)N[C@@H](CCC(=O)O)C(=O)N[C@@H](CO)C(=O)N1
  0.1	-1	-9%	15	-25%	-7%	u	-0.1	14%
COC(CNC(=O)C1CCCCC1C(=O)O)OC (stereo not drawn)
  1.0	-1	0%	25	-21%	11%	20%	0.1	1%
